STK33 inh: inhibitors of human STK33 kinase. purified STK33, MBP phosphorylation, ADP-Glo luminescence. inhibition, % at 10 µM. 320,000 tested, 0.073% active;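 active = inhibition at or above 25%, using the most active replicate where run in duplicate; inactive = inhibition below 25%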
Target sequence (Q9BYT3 whole entry, looked up): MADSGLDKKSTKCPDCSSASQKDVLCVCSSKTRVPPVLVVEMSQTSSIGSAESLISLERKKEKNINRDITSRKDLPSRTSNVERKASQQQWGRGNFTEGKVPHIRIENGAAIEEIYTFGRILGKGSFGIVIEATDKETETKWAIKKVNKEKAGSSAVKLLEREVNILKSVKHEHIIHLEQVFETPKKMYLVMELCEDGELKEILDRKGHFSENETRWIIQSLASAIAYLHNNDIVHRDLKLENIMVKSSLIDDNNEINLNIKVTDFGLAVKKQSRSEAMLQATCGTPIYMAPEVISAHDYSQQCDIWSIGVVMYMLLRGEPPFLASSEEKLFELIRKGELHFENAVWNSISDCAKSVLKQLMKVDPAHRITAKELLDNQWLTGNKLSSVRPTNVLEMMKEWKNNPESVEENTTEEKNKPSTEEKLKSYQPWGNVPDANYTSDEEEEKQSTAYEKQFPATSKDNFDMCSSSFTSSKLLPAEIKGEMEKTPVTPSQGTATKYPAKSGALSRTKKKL
OX1R antag: OX1R (human) antagonism | OX1R-expressing cells, FRET antagonist read-out | inhibition, % at 6.6 µM | 330,000 tested, 1.8% active; in the data active = inhibition mostly above about 38%, no sharp cut-off; inactive = mostly below about 40%;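 note: 0% = agonist challenge alone and 100% = reference antagonist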
Target sequence (O43613 whole entry, looked up): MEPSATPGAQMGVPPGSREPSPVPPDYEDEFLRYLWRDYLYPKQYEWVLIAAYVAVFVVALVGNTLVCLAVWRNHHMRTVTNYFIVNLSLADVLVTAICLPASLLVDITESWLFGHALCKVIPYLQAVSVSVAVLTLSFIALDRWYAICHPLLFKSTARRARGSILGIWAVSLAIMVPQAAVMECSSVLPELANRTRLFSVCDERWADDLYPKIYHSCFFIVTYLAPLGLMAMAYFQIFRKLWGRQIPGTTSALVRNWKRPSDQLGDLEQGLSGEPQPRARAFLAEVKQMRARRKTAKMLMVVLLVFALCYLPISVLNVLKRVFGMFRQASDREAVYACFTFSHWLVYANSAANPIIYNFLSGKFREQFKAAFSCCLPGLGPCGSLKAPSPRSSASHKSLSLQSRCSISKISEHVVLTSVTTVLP
* hit, by the source's call. This is a random part of the collection; about 1.8% have a hit in one of these screens.

`O=C(CN1CCN(c2ccccc2F)CC1)c1ccc(O)cc1O` gave STK33 inh 1.9 and OX1R antag 6.
For Oc1ccc(N2CCN(C(=S)NCCc3ccccc3)CC2)cc1 the results were STK33 inh 0.3 and OX1R antag 24.
CC(=O)Nc1nnc(SCC(=O)Nc2ccc(N3CCOCC3)c(Cl)c2)s1 was read as STK33 inh -0.7 and OX1R antag 13.
For O=C(N/N=C\c1cc(Br)ccc1O)c1ccc(S(=O)(=O)N2CCCCC2)cc1 the results were STK33 inh 1.3 and OX1R antag 16.
For CCn1c(=O)cc(SCC(=O)NCc2ccco2)c2ccccc21 the results were STK33 inh -1.6 and OX1R antag 11.
For COc1cc(NC(=O)CN(C)S(=O)(=O)c2ccc(C)cc2)cc(OC)c1 the results were STK33 inh -1.8 and OX1R antag 25.
Screening COC(=O)C1=C(C)N(C2CCCC2)C(=O)C1(NC(C)=O)C(F)(F)F (stereo unspecified) returned STK33 inh -0.9 and OX1R antag 11.
For CCOc1cccc(-n2nnnc2-c2ccc(OC)cc2)c1 the results were STK33 inh -0.3 and OX1R antag 9.
NC(=O)C1CCN(C(=O)C2CCC(=O)N(Cc3ccc(Cl)cc3)C2)CC1 (stereo unspecified) was read as STK33 inh -0.7 and OX1R antag 6.
Screening O=C(CSc1nc2c(c(C(F)(F)F)n1)CCc1ccccc1-2)NCc1ccco1 returned STK33 inh -1.0 and OX1R antag 7.
Cc1ccc(S(=O)(=O)N(CC(O)CN2CCOCC2)c2cccc([N+](=O)[O-])c2)cc1 (stereo unspecified) was read as STK33 inh -1.5 and OX1R antag 14.
For COc1ccc(C(C)=O)cc1CS(=O)(=O)CC(=O)NCCc1c[nH]c2ccccc12 the results were STK33 inh 1.5 and OX1R antag 18.

Structural class, those above with four or more nitrogen atoms (2)
CC(=O)Nc1nnc(SCC(=O)Nc2ccc(N3CCOCC3)c(Cl)c2)s1 was read as STK33 inh -0.7 and OX1R antag 13.
For CCOc1cccc(-n2nnnc2-c2ccc(OC)cc2)c1 the results were STK33 inh -0.3 and OX1R antag 9.

Other entries
Cc1cc(Sc2nc(NC(C)C)nc(NC(C)C)n2)nc(Cl)n1 was read as STK33 inh 1.7 and OX1R antag 19.
`CCOc1ccc(OCCC(=O)OCC(=O)Nc2ccc3c(c2)OCO3)cc1` gave STK33 inh 1.0 and OX1R antag 17.
Screening O=C(CC12CC3CC(CC(C3)C1)C2)N1CCCOC1 returned STK33 inh 1.1 and OX1R antag 12.
`CC(=O)NS(=O)(=O)c1ccc(NC(=O)C2c3ccccc3Oc3ccccc32)cc1` gave STK33 inh 0.4 and OX1R antag 11.
For O=C(CN1CCN(c2ccccn2)CC1)NCCc1ccccc1 the results were STK33 inh 1.0 and OX1R antag -5.
Screening CCN(CC(=O)NCc1ccc(F)cc1)C(=O)CCNS(=O)(=O)c1cccc(C)c1 returned STK33 inh -1.0 and OX1R antag 0.
COC(=O)C1CCCN1C(=O)C1CCCN1C(=O)CNC(=O)OCc1ccccc1 (stereo unspecified) was read as STK33 inh -1.3 and OX1R antag 0.
O=C(CN1C(=O)c2ccccc2S1(=O)=O)NCc1cccnc1 was read as STK33 inh 0.1 and OX1R antag 6.
For NS(=O)(=O)c1ccc(CCNC(=O)c2ccc(Cl)s2)cc1 the results were STK33 inh -1.1 and OX1R antag 0.
`CC(=O)c1ccc(NC(=O)c2ccc3c(c2)C(=O)N(c2ccccn2)C3=O)cc1` gave STK33 inh 6.8 and OX1R antag 25.
CSCCC(NC(=O)c1cc([N+](=O)[O-])ccc1Cl)C(=O)O (stereo unspecified) was read as STK33 inh 0.5 and OX1R antag 29.
For COc1ccccc1NC(=O)c1cn(C)c(=O)c2cc(OC)c(OC)cc12 the results were STK33 inh 0.1 and OX1R antag 18.
`CCOC(=O)Nc1ccc(OCc2nnc3c4ccccc4c(C)nn23)cc1` gave STK33 inh 0.2 and OX1R antag 31.
Screening Cc1ccc(N(CC(=O)NC2CC2)S(=O)(=O)c2ccccc2)c(C)c1 returned STK33 inh 0.9 and OX1R antag 18.
Screening CN1CCc2c(sc3c2C(=O)NC(c2cn(Cc4ccccc4)c4ccccc24)N3)C1 (stereo unspecified) returned STK33 inh 0.0 and OX1R antag 10.
Cn1cc(CNCc2ccc(OC(F)(F)F)cc2)c(-c2ccc3c(c2)OCCO3)n1 was read as STK33 inh -1.6 and OX1R antag 33.
`COC(=O)C1=NN(c2ccc(C)cc2)C2C(=O)N(c3ccccc3OC)C(=O)C12` (stereo unspecified) gave STK33 inh 0.0 and OX1R antag 4.
`COc1ccccc1NC(=O)COC(=O)CCc1ccc(S(=O)(=O)N2CCOCC2)cc1` gave STK33 inh 0.2 and OX1R antag 7.
For COc1cccc(OC)c1C(=O)n1nc(C)cc1C the results were STK33 inh 0.0 and OX1R antag 6.
For O=C(CSc1nnc(-c2ccc(Cl)cc2)o1)N1CCOCC1 the results were STK33 inh -0.2 and OX1R antag 13.
For CCc1cc2c(NC(C(=O)O)C(C)C)ncnc2s1 (stereo unspecified) the results were STK33 inh -2.1 and OX1R antag 24.
`COC(=O)CNC(=O)C1CCC(CNS(=O)(=O)c2cccc3nsnc23)CC1` (stereo unspecified) gave STK33 inh -3.6 and OX1R antag 34.
Screening O=[N+]([O-])c1ccc(O)c(C(C#Cc2ccccc2)N2CCOCC2)c1 (stereo unspecified) returned STK33 inh -0.5 and OX1R antag 54.
For Cn1c(CCNC(=O)c2ccccc2)nc2cc(NC(=O)C3CCCCC3)ccc21 the results were STK33 inh 0.4 and OX1R antag 7.

The final 2 compounds of the section above lead into the next.
Screening O=[N+]([O-])c1ccc(O)c(C(C#Cc2ccccc2)N2CCOCC2)c1 (stereo unspecified) returned STK33 inh -0.5 and OX1R antag 54.
For Cn1c(CCNC(=O)c2ccccc2)nc2cc(NC(=O)C3CCCCC3)ccc21 the results were STK33 inh 0.4 and OX1R antag 7.
Screening CC(NC(=O)CN1c2cccc3cccc(c23)S1(=O)=O)c1ccc(S(N)(=O)=O)cc1 (stereo unspecified) returned STK33 inh -1.6 and OX1R antag 17.
For Cc1ccc(N)cc1-n1c(C)ccc1C the results were STK33 inh -1.2 and OX1R antag 7.
Screening O=C(COc1ccc(F)cc1F)N1CCCCCCC1 returned STK33 inh -1.0 and OX1R antag 9.
Screening COc1cccc(N(CC(=O)NC(C)(C)C)C(=O)C2CSC(=O)C2)c1 (stereo unspecified) returned STK33 inh 0.5 and OX1R antag 6.
For Cc1ccc(SCC(=O)OCC(=O)NCCc2ccc(S(N)(=O)=O)cc2)c(C)c1 the results were STK33 inh -0.9 and OX1R antag 7.
`CC1(c2ccccc2)NC(=O)N(Cc2ccc([N+](=O)[O-])cc2)C1=O` (stereo unspecified) gave STK33 inh -0.5 and OX1R antag 10.
`O=C(CCCNS(=O)(=O)c1cccc2nsnc12)NCc1ccc(F)cc1` gave STK33 inh -1.2 and OX1R antag 64.
For CN(C)CCCN(Cc1ccccc1)C(=S)Nc1cccc(C(F)(F)F)c1 the results were STK33 inh -0.7 and OX1R antag -6.
Cc1cc(C)n(C(=O)c2nn(C)c(C)c2[N+](=O)[O-])n1 was read as STK33 inh 0.5 and OX1R antag 1.
Screening CCOc1ccc(NC(=S)NC(=O)c2c(Br)cnn2C)c([N+](=O)[O-])c1 returned STK33 inh -0.4 and OX1R antag 16.
`COc1ccc(/C(C)=N/N2CCOCC2)c(O)c1` gave STK33 inh -1.8 and OX1R antag 0.
O=C(CNc1cccc(Cl)c1)NNC(=S)NCc1ccccc1 was read as STK33 inh -0.5 and OX1R antag 18.
`COc1ccc(-c2nc(-c3ccc(NC(=O)c4ccc(Br)o4)cc3)no2)cc1OC` gave STK33 inh -0.7 and OX1R antag 10.
Screening Cc1ccc(C(=O)C(c2ccccc2)N2Cc3ccccc3C2=N)cc1 (stereo unspecified) returned STK33 inh 0.2 and OX1R antag 41.
Cc1cc(SCC#N)n2nc(C)c(-c3ccc(Cl)cc3)c2n1 was read as STK33 inh -0.1 and OX1R antag 5.
COCCOc1ccc(C(F)(F)F)cc1NC(=O)COC(=O)c1cc[n+]([O-])cc1 was read as STK33 inh 0.5 and OX1R antag 17.
COc1ccc(N(C)S(=O)(=O)c2cccc3nsnc23)cc1 was read as STK33 inh 1.5 and OX1R antag 34.
`Cc1c(CCOC(=O)c2ccc(N3CCOCC3)c([N+](=O)[O-])c2)sc[n+]1CC#N` gave STK33 inh 13 and OX1R antag 28.
For CCn1c(Cc2ccccc2)nnc1SCC(=O)Nc1ccc(C)cc1 the results were STK33 inh -0.3 and OX1R antag 4.
For O=C(CCC(=O)Nc1ccccc1Cl)NNC(=O)NC1CCCCC1 the results were STK33 inh 0.5 and OX1R antag 17.
For O=C(c1ccc(CS(=O)(=O)c2cccc(C(F)(F)F)c2)o1)N1CCN(c2ccccn2)CC1 the results were STK33 inh -2.8 and OX1R antag 12.
`O=C(CNS(=O)(=O)c1c(Cl)cccc1Cl)OCC(=O)N1CCN(c2ccccc2)CC1` gave STK33 inh 0.6 and OX1R antag 10.
`CCCCCC/C=C/c1ccc(OC)c([C@H]2[C@H]3C=CC[C@@H](C)[C@@H]3C(=O)N2Cc2ccccc2)c1` gave STK33 inh -1.7 and OX1R antag 27.
Screening Fc1ccccc1/C=C1\CCCC2=C1Nc1nnnn1C2c1ccccc1F (stereo unspecified) returned STK33 inh 0.3 and OX1R antag 3.
CCN(CC)S(=O)(=O)c1ccc(N2CCCCC2)c(NC(=O)C2=COCCO2)c1 was read as STK33 inh 1.2 and OX1R antag 30.
For COC(=O)C1CCN(S(=O)(=O)Cc2ccccc2Cl)CC1 the results were STK33 inh -0.6.
CCCNCc1cc(OC)c(OCC(=O)NCCc2ccccc2)cc1Br was read as STK33 inh -2.2 and OX1R antag 5.
Screening N#Cc1ccc(CN2CCN(C(=O)CCNS(=O)(=O)c3ccc(F)c(Cl)c3)CC2)cc1 returned STK33 inh -1.5 and OX1R antag 11.
Screening O=C(NCCN1CCOCC1)c1cn(-c2ccccc2)nc1-c1cccs1 returned STK33 inh -0.5 and OX1R antag 9.
`Cc1cc(Cl)c2oc(C(=O)N(C)CCCN3CCOCC3)c(C)c2c1` gave STK33 inh 2.6 and OX1R antag 8.
For O=C(Cc1ccc(S(=O)(=O)N2CCOCC2)s1)Nc1cc(C(F)(F)F)ccc1N1CCCC1 the results were STK33 inh -0.5 and OX1R antag 9.
CCOC(=O)Cn1c(=O)oc2ccc(C)cc21 was read as STK33 inh 0.8 and OX1R antag 4.
N/C(=N\OC(=O)c1ccc(OCC(F)(F)F)nc1)c1ccc(Cl)cc1 was read as STK33 inh -1.3 and OX1R antag 0.
`O=C(NCCO)c1ccc2[nH]c3c(c2c1)CCCC3` gave STK33 inh 0.7 and OX1R antag 12.
For Cc1cccc(CSCCNC(=O)COc2ccc(Cl)cc2)c1 the results were STK33 inh 0.0 and OX1R antag 17.
For CCNC(=O)CSC1=N/C(=C\c2ccc(O)c(OCC)c2)C(=O)N1c1ccc(OC(F)F)cc1 the results were STK33 inh 0.2 and OX1R antag 37.
`Cc1noc(C)c1C(=O)OCC(=O)N1CCN(S(=O)(=O)c2ccc3ccccc3c2)CC1` gave STK33 inh 0.5 and OX1R antag 15.
O=C(/C=C/c1ccccc1F)c1ccoc1 was read as STK33 inh -1.8 and OX1R antag 21.
Screening CCOC(=O)N1CCN(C(=O)/C(=C/c2ccc(Cl)cc2)NC(=O)c2ccccc2)CC1 returned STK33 inh -0.8 and OX1R antag 27.
`COc1cccc2cc(C(=O)NCc3ccc(Cl)cc3)c(=N)oc12` gave STK33 inh -0.3 and OX1R antag 25.
Screening Cc1nn(Cc2ccccc2)c(Cl)c1/C=C1\NC(=S)NC1=O returned STK33 inh -0.3 and OX1R antag -2.
For Cc1ccc(S(=O)(=O)c2nc(-c3ccco3)oc2SC(C)C)cc1 the results were STK33 inh 0.0 and OX1R antag 11.
`O=C(Nc1cccc(S(=O)(=O)N2CCCC2)c1)c1cccc(OC(F)F)c1` gave STK33 inh 0.8 and OX1R antag 1.
For CCOc1cc2[nH]c(=S)n(C3CC3)c(=O)c2cc1OCC the results were STK33 inh -0.9 and OX1R antag 21.
Screening CCCCN1CCc2c([nH]c3c(C)cccc23)C1=O returned STK33 inh -0.1 and OX1R antag 7.
O=C(CN1CCc2ccccc21)NC(=O)NCc1ccccc1 was read as STK33 inh -0.9 and OX1R antag 5.
COC(=O)CNC(=O)c1ccc(F)cc1 was read as STK33 inh -2.5 and OX1R antag -1.
`CCOc1c(Cl)cc(C(=O)Nc2ccccc2-c2ccccc2)cc1Cl` gave STK33 inh -3.9 and OX1R antag 13.
Screening Cc1cccc(N2CCN(C(=O)n3ccnc3)CC2)c1C returned STK33 inh -0.7 and OX1R antag 26.
`O=C(NN1C(=O)C2CCCCC2C1=O)c1ccco1` (stereo unspecified) gave STK33 inh -0.6 and OX1R antag 4.
For O=C(Nc1ccc(S(=O)(=O)NCc2ccco2)cc1)c1ccncc1 the results were STK33 inh 0.2 and OX1R antag 14.
`Cc1cccn2c(=O)c3cc(C(=O)N4CCN(C(=O)c5ccco5)CC4)n(C)c3nc12` gave STK33 inh 2.9 and OX1R antag 25.
For CC(C)N(C(=O)[C@H]1C[C@H](CC(=O)NCCCn2ccnc2)C(=O)N2CCc3c([nH]c4ccc(Cl)cc34)[C@]12C)C(C)C the results were OX1R antag 4.
Cc1cc(NC(=O)CSc2nc3sc4c(c3c(=O)n2C)CCCC4)no1 was read as STK33 inh -1.8 and OX1R antag 11.

A draw from above in order of formula weight, falling:
For CC(C)N(C(=O)[C@H]1C[C@H](CC(=O)NCCCn2ccnc2)C(=O)N2CCc3c([nH]c4ccc(Cl)cc34)[C@]12C)C(C)C the results were OX1R antag 4.
`Cc1cccn2c(=O)c3cc(C(=O)N4CCN(C(=O)c5ccco5)CC4)n(C)c3nc12` gave STK33 inh 2.9 and OX1R antag 25.
For O=C(Nc1ccc(S(=O)(=O)NCc2ccco2)cc1)c1ccncc1 the results were STK33 inh 0.2 and OX1R antag 14.
`O=C(NN1C(=O)C2CCCCC2C1=O)c1ccco1` (stereo unspecified) gave STK33 inh -0.6 and OX1R antag 4.
